GalR3 antagonist = GalR3 antagonists in HEK293 cells, primary screen, cell-based, fluorescence readout. HEK293 GalR3-CNG cAMP membrane potential fluorescence; galR3 body fused to GalR1 C-terminus. Galanin receptor type 3 (Homo sapiens), O60755. inhibition, % at 3 µM. 0.44% of 360,000 active;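 active = inhibition above the screen-wide average plus 3 SD, cut at about 13% in these data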;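 also: forskolin and galanin both at EC90 stimulate the cells; cAMP rise reported by CNG channel membrane potential dye signal; 0% = forskolin plus galanin with DMSO and 100% = forskolin alone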
Target sequence (O60755 1-299 limits assumed): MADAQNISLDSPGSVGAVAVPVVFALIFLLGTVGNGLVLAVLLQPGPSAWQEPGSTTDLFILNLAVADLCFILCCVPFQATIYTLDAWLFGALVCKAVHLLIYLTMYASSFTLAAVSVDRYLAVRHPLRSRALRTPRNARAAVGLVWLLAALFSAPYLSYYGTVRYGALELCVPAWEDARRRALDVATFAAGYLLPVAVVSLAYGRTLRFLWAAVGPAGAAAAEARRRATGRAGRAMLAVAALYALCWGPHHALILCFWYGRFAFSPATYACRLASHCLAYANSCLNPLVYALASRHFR
GPR7 antagonist = GPR7 receptor antagonists, primary screen, cell-based, fluorescence, single concentration. Neuropeptides B/W receptor type 1 (Homo sapiens), P48145. GPR7-expressing cells, fluorescence antagonist assay. inhibition, % at 4.4 µM. 1.1% of 290,000 active; in the data active = inhibition above about 16%, passing the limit was not always enough;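 also: cells stimulated with the agonist NPW; 0% = agonist with vehicle and 100% = vehicle without agonist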
Target sequence (P48145 whole entry, looked up): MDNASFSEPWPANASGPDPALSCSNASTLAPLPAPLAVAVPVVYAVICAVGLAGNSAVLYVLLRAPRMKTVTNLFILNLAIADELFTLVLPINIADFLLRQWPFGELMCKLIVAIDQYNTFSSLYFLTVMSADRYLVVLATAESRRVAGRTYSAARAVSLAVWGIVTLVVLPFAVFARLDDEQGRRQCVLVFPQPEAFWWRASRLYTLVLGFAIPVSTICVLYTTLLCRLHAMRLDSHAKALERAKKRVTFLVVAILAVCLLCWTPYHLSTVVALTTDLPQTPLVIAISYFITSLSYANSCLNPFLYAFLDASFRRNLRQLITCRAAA
V1aR counter = agonists of human V1a receptor, primary screen, counter-screen for OXTR agonist project, fluorescence, CHO-V1R cells; Vasopressin V1a receptor (Homo sapiens), P37288; 0.25% of 320,000 active; Fluo-8 calcium fluorescence, agonist mode; 0% DMSO, 100% 3 nM vasopressin; activation, % at 3 µM;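 active = activation above the mean activation of all tested compounds plus 3 SD, per screening run, cut at about 20% in these data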;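 also: signal is peak over basal fluorescence ratio across a 100 second FLIPR read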
Target sequence (P37288 whole entry, looked up): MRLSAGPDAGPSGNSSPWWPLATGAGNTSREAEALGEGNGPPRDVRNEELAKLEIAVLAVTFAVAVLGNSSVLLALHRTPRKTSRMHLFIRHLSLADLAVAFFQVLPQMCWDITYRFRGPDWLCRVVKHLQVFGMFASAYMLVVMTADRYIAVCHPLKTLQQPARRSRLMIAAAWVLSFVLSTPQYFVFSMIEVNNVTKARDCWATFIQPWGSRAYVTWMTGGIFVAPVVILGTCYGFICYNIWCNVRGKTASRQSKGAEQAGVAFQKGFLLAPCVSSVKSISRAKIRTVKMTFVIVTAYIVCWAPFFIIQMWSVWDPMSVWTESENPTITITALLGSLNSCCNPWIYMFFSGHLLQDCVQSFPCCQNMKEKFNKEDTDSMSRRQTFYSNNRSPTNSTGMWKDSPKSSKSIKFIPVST
OXTR potentiate = human OXTR potentiators, primary screen, fluorescence, CHO-OTR cells, Fluo-8 calcium | Oxytocin receptor (Homo sapiens), P30559 | Fluo-8 calcium fluorescence, potentiator mode; 0% = oxytocin EC15, 100% = EC100 | activation, % at 3 µM | 0.061% of 320,000 active | AID 2445, 2010;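 active = activation above that plate's cutoff, the mean activation of tested compounds plus 3 SD, cut at about 6.6% in these data, passing the limit was not always enough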;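 also: 100% uses oxytocin at 75 nM as the full agonist control; some results filed as inactive read as strong as hits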
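Assay system: CHO cell line stably expressing human OTR | Also added: Oxytocin at about EC15, sub-maximal agonist stimulus | Times: Compound 6 min at room temperature before oxytocin, 100 s read | Measured by: Fluo-8 intracellular calcium fluorescence, ex 470-495, em 515-575 nm | Controls: EC15 oxytocin alone as 0%, 75 nM oxytocin as 100%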
OXTR ag = human OXTR agonists, primary screen, fluorescence, CHO-OTR cells, Fluo-8 calcium; Oxytocin receptor (Homo sapiens), P30559; Fluo-8 calcium fluorescence; normalized: DMSO 0%, oxytocin 100%; activation, % at 3 µM; 0.32% of 320,000 active;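 active = activation above the mean of all tested compounds plus 3 SD, cutoff set per screening run, cut at about 20% in these data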;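 also: peak over basal fluorescence ratio from a 100 s FLIPR kinetic read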
MEKK2 WT-MEK5 = modulators of MEK5 binding to wildtype MEKK2, primary screen, biochemical, multiplex bead flow cytometry, Alexa488-MEK5; Mitogen-activated protein kinase kinase kinase 2 (Homo sapiens), Q9Y2U5; Alexa488-MEK5 binding to MEKK2 WT; actives lie on both sides; binding response (% of control), % at 10 µM; 1.1% of 290,000 active; in the data active = binding response below about 67% or above about 130%
MEKK2mut PB1 HTS = MEK5 binding signal on mutant MEKK2 PB1, primary screen, biochemical, multiplex bead flow cytometry, Alexa488-MEK5; Alexa488-MEK5 binding to MEKK2 mutant; percent response, % at 10 µM; 0.35% of 290,000 active; in the data active = percent response above about 24%, passing the limit was not always enough; also: inactives centre near 1; some results filed as inactive read as strong as hits
NALP1 inh = NALP1 inflammasome inhibitors in reconstituted yeast, colorimetric, S. cerevisiae, triplicate retest; inhibition, % at 10 µM; S. cerevisiae NALP1/ASC/caspase-1 growth, X-gal OD620, 72 h; 0.61% of 280,000 active; AID 2071, 2009; in the data active = inhibition mostly above about 24%, no sharp cut-off; inactive = mostly below about 32%; also: some compounds called inactive have numbers as strong as hits
M18AAP inhibitor = PfM18AAP inhibitors, malaria aminopeptidase, primary screen, biochemical, QFRET, recombinant enzyme; H-Glu-NHMec fluorogenic cleavage; AID 1822, 2009; inhibition, % at 7.35 µM; 1.2% of 290,000 active;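 active = inhibition above the campaign mean inhibition over all tested compounds plus 3 SD, cut at about 28% in these data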;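 also: 0% = plate median of test compound wells and 100% = 2 mM ZnCl2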
The depositor's hits bear a star; . = no result given.

SMILES | GalR3 antagonist | GPR7 antagonist | V1aR counter | OXTR potentiate | OXTR ag | MEKK2 WT-MEK5 | MEKK2mut PB1 HTS | NALP1 inh | M18AAP inhibitor
Cc1cc(NC(=O)Cn2nc3c(cc2=O)CCCC3)ccc1Br | -5 | 1 | 1.2 | -3 | 0.3 | 109 | 7 | 0 | 3
N#CCCc1cccc(CCC#N)c1 | -4 | -4 | 0.1 | -8 | 1.3 | 107 | -3 | 15 | -8
O=C(NN1CCOCC1)c1ccc(Cl)c([N+](=O)[O-])c1 | -3 | -10 | 0.5 | -1 | 0.2 | 87 | -11 | 2 | -3
CC(C)c1ccccc1OCCCCCNCCO | -7 | 11 | 0.7 | -4 | 1.5 | 110 | 3 | -28 | -4
Cc1sc2nc(CSCC(=O)Nc3ccc(C(F)(F)F)cc3)[nH]c(=O)c2c1C | -6 | . | 4.6 | -4 | 0.2 | . | . | . | .
Oc1ccc(-c2nnc(SCC3CCCCC3)o2)cc1 | -5 | 7 | 0.4 | -16 | 1.8 | 101 | 2 | 2 | -18
CC(OC(=O)c1cc(S(=O)(=O)N2CCOCC2)ccc1F)C(=O)NCC1CCCCC1 (configuration not stated) | -5 | . | 1.5 | -6 | 1.0 | . | . | . | .
CCCc1cc(CNC(=O)C2CCC(=O)N(Cc3ccccc3OC)C2)on1 (configuration not stated) | -8 | 1 | -0.4 | -9 | -0.9 | 99 | 2 | -4 | 5
O=C(Nc1cccc(S(=O)(=O)N2CCCC2)c1)c1cc(S(=O)(=O)N2CCOCC2)ccc1F | -3 | . | 3.9 | -7 | 1.0 | . | . | . | .
COC(=O)[C@H](CCSC)NC(=O)Nc1ccc(S(N)(=O)=O)cc1 | 2 | -3 | 0.9 | 8 | 2.0 | 97 | -1 | 10 | 3
CC(=O)c1ccc(NC(=O)/C(=C\c2ccc(F)cc2)NC(=O)c2ccco2)cc1 | -8 | -1 | 0.6 | -4 | 0.2 | 106 | 0 | 10 | 0
Cc1ccc(C(=O)NCCCNC(=O)COc2ccc(Cl)c(C)c2)cn1 | -4 | . | 1.2 | -6 | 0.4 | . | . | . | .
Cc1[nH]nc2c1/C(=N\O)CC(C)(C)C2 | 4 | -2 | 0.4 | -3 | 0.3 | 106 | 7 | 12 | -1
O=C(NCc1ccccn1)c1nc(-c2cccs2)no1 | -4 | -5 | 0.5 | -2 | -0.1 | 94 | -1 | 1 | 3
COc1ccc(Cl)cc1-c1nc(SCC(=O)NCC2CCCO2)n[nH]1 (configuration not stated) | -5 | . | 0.0 | -5 | 0.1 | . | . | . | .
CNC(=S)N(Cc1cccs1)Cc1cc2ccc(OC)cc2[nH]c1=O | -4 | 3 | 1.2 | -4 | 1.3 | 99 | -2 | 18 | 7
COCC1CCN(C(=O)C2CCC(=O)N(CCc3cccc(F)c3)C2)CC1 (configuration not stated) | 0 | 2 | -1.4 | -1 | -0.3 | 105 | 5 | 14 | 1
c1ccc(-c2nnc(SCc3cn4ccsc4n3)o2)cc1 | -3 | 9 | 2.4 | -4 | 3.1 | 105 | 5 | 15 | -3
COc1ccc(CCNC(=O)/C=C/c2ccc(S(=O)(=O)N3CCOCC3)cc2)cc1 | -5 | . | 2.1 | -9 | 1.9 | . | . | . | .
CCOC(=O)[C@@H]1[C@H]2COc3ccccc3[C@@H]2N2C(=O)N(c3ccc(OC)cc3)C(=O)[C@]12C | -1 | . | -1.5 | 0 | -2.2 | 95 | 1 | . | .
CCc1ccc(NC(=O)c2ccc3c(=O)n4c(nc3c2)CCCCC4)cc1 | -2 | -11 | 5.6 | -9 | 5.4 | 97 | 2 | 7 | 1
O=C(O)c1cc(NC(=O)c2ccc([N+](=O)[O-])cc2)cc(NC(=O)c2ccc([N+](=O)[O-])cc2)c1 | -9 | -9 | 0.4 | -17 | 1.4 | 99 | 3 | 19 | -6
CN(C)S(=O)(=O)c1cccc(C(=O)NC2CCSc3ccccc32)c1 (configuration not stated) | -3 | 7 | 5.1 | -14 | 3.5 | 93 | -10 | 11 | 3
CC(=O)c1sc(-c2ccc(F)cc2)cc1NS(=O)(=O)c1ccccc1 | -2 | -10 | 1.5 | 0 | 0.1 | 100 | 4 | 3 | 4
COC(=O)c1ccc(CS(=O)(=O)c2ccc(F)cc2)o1 | -7 | 0 | -0.2 | 1 | 1.0 | 104 | 3 | 5 | -4
OC[C@@H](O)C1OC2NC(=S)OC2C1O (some centres not stated) | 2 | -2 | 1.5 | -16 | 0.5 | 90 | -8 | 8 | -6
Cc1cc(C)c(C)c(S(=O)(=O)NCc2ccncc2)c1C | -11 | 3 | 6.8 | -11 | 7.8 | 107 | 3 | 29 | -4
CCC(Oc1ccc(Br)cc1Cl)C(=O)Nc1nnc(C2CC2)s1 (configuration not stated) | -2 | 4 | 2.7 | 1 | 1.8 | 101 | 8 | -3 | -4
CCCn1cnc2c(oc3ccccc32)c1=O | -9 | -11 | . | . | . | 109 | 10 | 6 | -1
COc1ccc(-n2c3c(cc(C(=O)NCC(=O)c4ccccc4)c2=O)C(=O)CC(C)(C)C3)cc1 | 3 | -1 | 0.3 | -15 | 1.0 | 91 | -9 | 27 | -14
COc1ccc(-c2nc3cnccn3c2Nc2ccc3c(c2)OCO3)cc1 | . | 6 | -1.5 | -1 | -2.9 | 111 | 8 | 3 | 5
COc1ccc(N2CCn3c2nc2c3c(=O)n(CCc3ccccc3)c(=O)n2C)c(OC)c1 | . | -3 | . | . | . | 99 | 1 | -11 | -5
Cc1c(C(=O)Nc2ccc(Cl)cc2)c2ccccn2c1C(=O)c1ccc([N+](=O)[O-])cc1 | -2 | -10 | 0.4 | -15 | -0.8 | 101 | 0 | -4 | -5
CCN(CC)CCCn1c2c(c(SCC(=O)Nc3ccccc3Cl)nc1=O)CCC2 | -6 | . | -0.3 | 5 | 0.8 | . | . | . | .
CCOC(=O)N1CCN(C(=O)c2ccc(CN(c3ccc(C)c(C)c3)S(C)(=O)=O)cc2)CC1 | -2 | -15 | 3.3 | -18 | -1.2 | 94 | -5 | -3 | -4
Cc1ccccc1NC(=O)c1ccc2c(c1)C(=O)N(CC(C)C)C2=O | -11 | -5 | 0.5 | -6 | -0.3 | 104 | 2 | 22 | -9
Cc1ccc(-c2nn(-c3ccc(F)cc3)cc2C(=O)NCC2CCCO2)cc1 (configuration not stated) | -3 | . | -1.3 | -7 | -2.3 | . | . | . | .
CCOc1ccc(C(=O)NC2CC3CCCC(C2)N3Cc2ccccc2)cc1 (configuration not stated) | -8 | 0 | 0.8 | -1 | 0.5 | 114 | 4 | 14 | 3
O=c1oc(-c2cccc(S(=O)(=O)N3CCOCC3)c2)nc2ccccc12 | -4 | 3 | 0.1 | -11 | -2.2 | 101 | 5 | 29 | 5
Cn1c(=O)c2c(nc(Br)n2Cc2ccccc2Cl)n(C)c1=O | -5 | 19* | 0.2 | -6 | -0.1 | 107 | 9 | 21 | 4
Cc1ccc(SCc2nc(N)nc(Nc3ccccc3C)n2)c(C)c1 | -5 | -7 | -1.6 | 1 | -2.1 | 105 | 1 | 27 | 2
COCc1c(C(=O)N2CCN(Cc3ccc4c(c3)OCO4)CC2)oc2ccccc12 | -7 | . | 0.4 | -6 | -2.0 | . | . | . | .
CCN1C(=O)C(O)(C2COC(C)(C)CC2=O)c2cc(Br)ccc21 (configuration not stated) | -4 | -1 | 1.1 | -5 | 0.2 | 100 | 4 | 13 | 5
O=C(c1ccncc1)N1CCN(C(=O)c2ccco2)CC1 | -5 | -17 | 2.6 | -7 | 0.6 | 117 | 4 | 15 | 0
CCOC(=O)c1c2c3c(c(Cl)ccc3[nH]c1=O)C(=O)c1ccccc1-2 | -5 | -9 | . | . | . | 72 | -7 | 1 | -6
CC(=O)c1cccc(NC(=O)COC(=O)c2ccc3c(c2)OCCO3)c1 | -5 | 4 | 1.6 | -7 | 2.1 | 88 | -10 | 7 | 5
c1ccc(OCCCc2nc(-c3ccccn3)no2)cc1 | 1 | -4 | 0.2 | -13 | 0.6 | 106 | 6 | 14 | -2
COc1cc(/C=N/NC(=O)CNC(=O)c2ccncc2)ccc1OC(C)=O | -2 | -19 | 0.2 | 0 | 0.3 | 110 | 11 | -7 | -1
COc1ccc(/C=C2\SC(=O)N(CCNC(=O)CCS(=O)(=O)c3ccc(C)cc3)C2=O)cc1 | -3 | 4 | 8.5 | -13 | 8.9 | 112 | 1 | 22 | 6
CCOc1ccc(C(Nc2cccnc2)c2cc(Cl)c3cccnc3c2O)cc1 (configuration not stated) | 2 | 5 | 3.1 | -6 | 1.6 | 85 | -10 | 44* | 0

(listing goes on)
SMILES | GalR3 antagonist | GPR7 antagonist | V1aR counter | OXTR potentiate | OXTR ag | MEKK2 WT-MEK5 | MEKK2mut PB1 HTS | NALP1 inh | M18AAP inhibitor
Nc1ccc(C(=O)N2CCN(S(=O)(=O)c3ccc(Br)cc3)CC2)cc1[N+](=O)[O-] | -4 | . | 3.4 | -14 | 4.4 | . | . | . | .
CCOc1ccccc1N1CC(C(=O)Nc2ccc3c(c2)OCCO3)CC1=O (configuration not stated) | -2 | -9 | 0.7 | 6 | 0.9 | . | . | 11 | -9
COCCNC(=O)c1ccc2c(c1)NC(=O)CS2 | -3 | 1 | 1.0 | 1 | 0.5 | 102 | 2 | 19 | 7
COC(CN(C)C(=O)c1cn(C)c2ccc(S(=O)(=O)N(C)C3CCCCC3)cc2c1=O)OC | -7 | -8 | 0.5 | -4 | 0.6 | 98 | -3 | -5 | 0
Cc1csc(NC(=O)C2=COCCO2)n1 | 3 | . | 0.0 | 4 | 1.8 | . | . | . | .
CCOc1ccc(/C=N/NC(=O)Cc2csc(Nc3cccc(C(F)(F)F)c3)n2)cc1 | -2 | 5 | 0.4 | -11 | -1.6 | 106 | 7 | 34 | -2
COc1cccc2cc(C(N)=O)/c(=N/NC(=O)COc3ccc(Cl)cc3)oc12 | . | -10 | 0.2 | -3 | -1.6 | 112 | 1 | 24 | -8
N#Cc1c(N)nc(SCC(=O)C23CC4CC(CC(C4)C2)C3)c(C#N)c1-c1ccc(Cl)cc1 | -2 | -1 | 0.1 | -10 | -0.3 | 109 | 11 | 19 | 0
CC(=O)NNC(=S)NC(=O)c1ccc(C)cc1 | -4 | -5 | 0.6 | -5 | -0.9 | 88 | -13 | -10 | 21

Sorted by length of the SMILES (high to low): some entries from above.
SMILES | GalR3 antagonist | GPR7 antagonist | V1aR counter | OXTR potentiate | OXTR ag | MEKK2 WT-MEK5 | MEKK2mut PB1 HTS | NALP1 inh | M18AAP inhibitor
Nc1ccc(C(=O)N2CCN(S(=O)(=O)c3ccc(Br)cc3)CC2)cc1[N+](=O)[O-] | -4 | . | 3.4 | -14 | 4.4 | . | . | . | .
CCOc1ccccc1N1CC(C(=O)Nc2ccc3c(c2)OCCO3)CC1=O (configuration not stated) | -2 | -9 | 0.7 | 6 | 0.9 | . | . | 11 | -9
COCCNC(=O)c1ccc2c(c1)NC(=O)CS2 | -3 | 1 | 1.0 | 1 | 0.5 | 102 | 2 | 19 | 7
